HCV core dimer – HCV core protein dimerization inhibition. 0.33% of 300,000 active. TR-FRET GST/Flag-core106 dimerization, 1536-well. inhibition, % at 5 µM;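 active = inhibition above the mean of all tested compounds plus 3 SD, set per screening campaign, cut at about 45% in these data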
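Assay system: GST-tagged and Flag-tagged HCV core protein residues 1-106 / Times: compound-protein-antibody incubation 4 h at 22.5 °C / Signal: time-resolved FRET, ex 340 nm, em 617 and 671 nm / Evaluation: % inhibition based on acceptor/donor emission ratio / Benchmarks: wells lacking GST-core106 and wells with excess unlabelled core106 / Repeats: singlicate, one well per compound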
EBNA-1 inh – blocks EBNA-1 binding to DNA; EBNA-1 DNA binding, fluorescence polarization; inhibition, % at 14.8 µM; 0.34% of 300,000 active; in the data active = inhibition above about 28%
PP1 counter – PP1-alpha (human) inhibition in PP5 counter-screen. inhibition, % at 6.7 µM. 0.9% of 320,000 active. purified PP1alpha, OMFP fluorescence. P62136. AID 2235;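 active = inhibition above the mean inhibition of all tested compounds plus 3 SD, computed separately for each screening campaign, cut at about 15% in these data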
Target sequence (P62136 whole entry, looked up): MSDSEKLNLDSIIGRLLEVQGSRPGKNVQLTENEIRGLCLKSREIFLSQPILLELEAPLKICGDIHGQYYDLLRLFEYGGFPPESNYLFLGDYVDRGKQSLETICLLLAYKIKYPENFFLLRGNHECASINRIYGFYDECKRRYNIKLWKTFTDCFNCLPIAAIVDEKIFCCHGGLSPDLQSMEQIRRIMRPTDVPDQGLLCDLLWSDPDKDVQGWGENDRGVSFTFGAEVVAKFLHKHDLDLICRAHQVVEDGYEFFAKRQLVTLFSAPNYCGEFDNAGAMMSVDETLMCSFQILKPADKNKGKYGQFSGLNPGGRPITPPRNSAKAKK
PREPL inhibitor – human PREPL enzyme inhibition; inhibition, % at 5.96 µM; 0.68% of 320,000 active; recombinant PREPL, fluorescence polarization activity-based probe; in the data active = inhibition above about 43%;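 note: 0% = enzyme with DMSO and 100% = wells lacking enzyme; many of its hits are not listed in these tables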
TPT1 inh – inhibitors of Candida albicans tRNA 2'-phosphotransferase TPT1; recombinant caTPT1, FP RNA substrate dephosphorylation; inhibition, % at 5 µM; 0.81% of 300,000 active; AID 1962;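 active = inhibition above the mean of all tested compounds plus 3 SD, set per screening campaign, cut at about 24% in these data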;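 note: plate controls were DMSO alone for no effect and ferristatin control at 100 nM for full effect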
PP5 inh – inhibitors of human protein phosphatase 5 (PP5) | inhibition, % at 6.7 µM | purified PP5c, OMFP substrate fluorescence | P53041 | 0.18% of 320,000 active;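 active = inhibition above the campaign's mean inhibition across all tested compounds plus 3 SD, cut at about 9.5% in these data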;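 note: 0% = DMSO only and 100% = 100 µM cantharidin control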
Target sequence (P53041 whole entry, looked up): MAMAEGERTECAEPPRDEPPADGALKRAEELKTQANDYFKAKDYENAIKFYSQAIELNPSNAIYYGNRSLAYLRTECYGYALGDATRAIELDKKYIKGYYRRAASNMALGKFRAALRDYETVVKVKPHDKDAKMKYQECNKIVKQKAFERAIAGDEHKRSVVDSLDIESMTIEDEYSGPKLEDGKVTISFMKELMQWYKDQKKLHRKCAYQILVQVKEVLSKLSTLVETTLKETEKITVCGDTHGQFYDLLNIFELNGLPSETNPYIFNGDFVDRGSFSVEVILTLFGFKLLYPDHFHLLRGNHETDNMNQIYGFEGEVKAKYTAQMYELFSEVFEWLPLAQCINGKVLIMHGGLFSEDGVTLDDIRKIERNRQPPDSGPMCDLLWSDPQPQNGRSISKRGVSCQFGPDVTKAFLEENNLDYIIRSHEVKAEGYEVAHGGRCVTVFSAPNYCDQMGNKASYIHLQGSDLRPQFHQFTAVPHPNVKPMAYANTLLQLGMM
Efflux pump mplx – blocks antifungal efflux pumps in multiplex yeast assay. inhibition, % at 10 µM. S. cerevisiae Candida pump triplex, Nile Red efflux. 0.44% of 330,000 active. AID 485275;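 active = plate passing quality check with inhibition over a set limit, or well fluorescence over plate mean plus 4 SD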;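 note: Nile Red retained in pooled yeast measured as flow cytometry median fluorescence; 0% = buffer negative control and 100% = Enniatin B positive control; higher means more Nile Red kept so more efflux inhibition; some compounds called inactive have numbers as strong as hits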
ZTA counter – blocks Epstein-Barr virus ZTA, an EBNA-1 counter-screen; P03206; ZTA-DNA binding, fluorescence polarization; inhibition, % at 11 µM; 0.15% of 320,000 active; AID 2234; in the data active = inhibition above about 33%
Target sequence (P03206 whole entry, looked up): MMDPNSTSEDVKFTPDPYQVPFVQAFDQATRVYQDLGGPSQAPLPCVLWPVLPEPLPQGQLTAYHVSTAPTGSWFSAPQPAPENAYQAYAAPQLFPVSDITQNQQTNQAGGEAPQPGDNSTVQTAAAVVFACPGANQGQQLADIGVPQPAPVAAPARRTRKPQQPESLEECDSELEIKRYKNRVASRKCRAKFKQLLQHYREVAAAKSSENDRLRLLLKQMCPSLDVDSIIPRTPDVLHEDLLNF
Fh CTSL1 inh – cathepsin L1 inhibition, PFM18AAP counter-screen | 0.49% of 300,000 active | inhibition, % at 5.96 µM | recombinant F. hepatica cathepsin L1, Z-Leu-Arg-MCA fluorescence | AID 1906;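 active = inhibition above the mean of all tested compounds plus 3 SD, set per screening campaign, cut at about 17% in these data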;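 note: 0% = plate median of test compound wells and 100% = 1 µM Z-Phe-Ala-diazomethylketone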
The depositor's hits bear a star; · = no result given. The list is partial. The share of hits here may be higher or lower than overall.

SMILES	HCV core dimer	EBNA-1 inh	PP1 counter	PREPL inhibitor	TPT1 inh	PP5 inh	Efflux pump mplx	ZTA counter	Fh CTSL1 inh
CCC(=O)Nc1ccc(NC(=S)NC(=O)/C=C/c2ccco2)cc1	8	-7	-7	-7	0	1.2	0.1	-1	3
COc1ccc(-c2csc(Nc3ccc(S(N)(=O)=O)cc3)n2)cc1OC	-20	-1	-3	20	-6	3.2	-0.1	-6	2
C/C(=N\NC(=O)c1cccc(S(=O)(=O)N2CCCC2)c1)c1ccccc1F	2	-15	0	8	-4	0.8	0.1	-2	5
CCOc1ccc(-n2ccc(=O)c(C(=O)O)n2)cc1	-2	-11	0	-11	1	2.6	0.1	-3	0
COc1ccc(CNC(=O)CCCn2nc(C)c([N+](=O)[O-])c2C)cc1	-4	-9	0	4	0	0.2	0.0	-2	2
CCOC(=O)c1c(C)[nH]c(C(=O)COC(=O)c2ccccn2)c1C	-16	1	-4	10	-1	0.7	-0.1	-9	1
COc1ccc(OC)c(Nc2nc(-c3sc(N)nc3C)cs2)c1	-13	-12	4	25	7	3.2	0.1	-11	1
CCCCOC(=O)c1ccc(N/C(=N\S(=O)(=O)c2ccccc2)c2ccccc2)cc1	10	4	3	-5	2	4.5	0.6	3	0
CC(C)CCNC(=O)C12CN(Cc3ccccc3)CC1C(c1cccc([N+](=O)[O-])c1)=NO2 (stereo not given)	-5	-5	2	-8	-1	6.0	0.1	-3	2
Cc1nc2sc(C(c3ccco3)N3CCOCC3)c(O)n2n1 (stereo not given)	-7	-11	-7	0	2	3.4	-0.1	-16	-3
O=C(Nc1cccnc1Cl)c1cc(-c2ccco2)on1	15	-1	-3	4	0	2.6	0.0	8	-1
COc1ccc(-c2ccccc2)cc1NCc1ccccc1C	0	-9	-2	11	-3	3.0	0.0	-6	0
O=C(c1ccccc1)N1CCN=C1c1ccccc1	-7	-12	0	11	-3	1.3	-0.3	-17	0
CCOC(=O)C1=C(C)NC(C)=C(C(=O)OCC)C1c1ccc(Br)o1	-4	-1	4	3	-2	6.2	0.1	-1	2
CN(C)c1ccc(-c2nnc(-c3ccc(S(=O)(=O)C(F)F)cc3)o2)cc1	19	-8	3	5	-12	2.5	0.1	8	-1
CCN(CC(=O)Nc1c(F)cccc1F)C(=O)c1cc(-c2cccs2)nn1-c1ccccc1	10	7	1	-11	1	1.0	0.1	-1	2
O=C(CSc1ccc(Cl)cc1)Nc1ccc(NC(=O)c2ccco2)cc1	-3	11	0	-5	-4	-1.9	0.1	5	1
CC(C)(C)NC(=O)c1cnn2c1NC(c1ccc(F)cc1)CC2C(F)(F)F (stereo not given)	1	6	-1	5	-2	-1.6	0.1	15	0
CCCCCCNCc1c(F)cccc1Cl	-2	18	0	8	-2	1.1	-0.2	-2	-1
CC(C)(C)c1ccc(NC(=S)NCCc2ccccn2)cc1	-7	-12	-1	14	-1	4.3	-0.1	-8	9
N=c1n(CCN2CCOCC2)c2ccccc2n1CC(=O)c1cccc([N+](=O)[O-])c1	0	-1	1	16	-1	2.1	0.1	3	0
Cc1ccnc(NC(=O)CCc2c(C)nc3ncnn3c2C)c1	-4	-16	-9	1	1	2.2	0.0	-6	2
O=C(Nc1ccc(-c2nc3ccccc3s2)cc1)c1cc(-n2cnnc2)ccc1Cl	9	-5	2	4	-3	1.0	-0.1	-24	3
CCN(CC)c1ccc(NC(=O)c2cnccn2)cc1S(=O)(=O)Nc1ccc(OC)cc1	3	-10	2	13	0	9.5	0.0	0	1
COc1ccccc1C1C2=C(N=C3SCC(=O)N31)c1ccccc1CC2 (stereo not given)	12	0	0	-1	-2	-0.5	0.0	-4	1
Fc1ccc(Nc2nc(N3CCOCC3)nc(N3CCOCC3)n2)cc1	2	-3	1	-1	-3	-0.6	0.2	13	5
COc1ccccc1C(=O)C1CCCN(C(=O)Nc2ccccc2F)C1 (stereo not given)	2	1	-2	2	3	-1.4	-0.1	-5	2
N#Cc1ccc(OCC(=O)OCC(=O)NCCC2=CCCCC2)cc1	5	7	4	-1	0	-0.3	0.1	8	-3
CC1(C)Cc2ccccc2C(N/N=C/c2ccc(Cl)cc2)=N1	2	8	2	-5	-5	-0.5	-0.4	-5	-1
CCOC(=O)C1CCCN(C(=O)c2ccc3oc(Cc4ccccc4)nc3c2)C1 (stereo not given)	7	1	-2	-4	3	-2.0	0.2	1	-6
CCCCn1c(SCC(=O)Nc2cccc(OC)c2)nc2ccc(N3CCOCC3)cc2c1=O	9	-16	12	0	3	6.0	0.0	-26	14
O=C(NCc1cccnc1)/C(=C/c1ccccc1)NC(=O)c1ccccc1	-3	-5	-7	-10	3	2.1	0.1	8	-5
COc1ccc([N+](=O)[O-])cc1N(CC1CO1)S(=O)(=O)c1ccc(C)cc1 (stereo not given)	3	-3	6	8	3	-1.2	0.0	6	-2
COc1ccc(N2CCN(C(=O)CCC(=O)N3Cc4ccccc4Oc4ncccc43)CC2)cc1	5	-6	3	13	1	-1.2	0.0	-3	-6
CCN(CCCNC(=O)Cn1ncc2c([nH]c3ccc(C)cc32)c1=O)c1ccccc1	5	-11	0	-2	-1	1.7	0.1	-3	-2
CCN(CC(=O)NCC1CCCO1)S(=O)(=O)c1ccc(Cl)cc1 (stereo not given)	0	17	-3	-3	1	0.3	-2.2	-10	-5
ClCc1csc(N/N=C/c2cccs2)n1	18	-3	-2	7	18	7.2	0.2	-2	2
CCC(C(=O)Nc1cc(OC)c(NC(=O)c2ccccc2)cc1OC)c1ccccc1 (stereo not given)	-4	8	1	12	-1	-0.3	-0.1	-1	10
CCn1c(SCC(=O)O)nnc1-c1ccccc1	6	1	-3	7	-2	0.2	0.0	14	-1
C=CCNC(=S)N1CCN(CCN=CC2=C(O)CC(c3ccco3)CC2=O)CC1 (stereo not given)	-2	-2	4	13	2	3.0	-0.1	7	2

An excerpt of these results, with each value named:
> CCOc1ccc(-n2ccc(=O)c(C(=O)O)n2)cc1
  HCV core dimer = -2
  EBNA-1 inh = -11
  PP1 counter = 0
  PREPL inhibitor = -11
  TPT1 inh = 1
  PP5 inh = 2.6
  Efflux pump mplx = 0.1
  ZTA counter = -3
  Fh CTSL1 inh = 0
> COc1ccc(CNC(=O)CCCn2nc(C)c([N+](=O)[O-])c2C)cc1
  HCV core dimer = -4
  EBNA-1 inh = -9
  PP1 counter = 0
  PREPL inhibitor = 4
  TPT1 inh = 0
  PP5 inh = 0.2
  Efflux pump mplx = 0.0
  ZTA counter = -2
  Fh CTSL1 inh = 2

New compounds follow.
SMILES	HCV core dimer	EBNA-1 inh	PP1 counter	PREPL inhibitor	TPT1 inh	PP5 inh	Efflux pump mplx	ZTA counter	Fh CTSL1 inh
CC1CN(S(=O)(=O)c2cccc(C(=O)N=c3sccn3C)c2)CC(C)O1 (stereo not given)	-1	-1	-5	3	3	-1.4	0.2	3	3
Cc1scc(-c2n[nH]c(=S)n2C(C)c2ccccc2)c1C (stereo not given)	2	6	0	7	-4	1.2	0.1	7	1
NCCN=C1NS(=O)(=O)c2ccccc21	-3	9	-2	3	-1	-1.6	0.0	4	3
C=CCOc1cccc(C2c3c(oc4ccccc4c3=O)C(=O)N2c2ccccn2)c1 (stereo not given)	2	-9	-5	12	-5	1.5	0.0	5	2
O=C(OCC(=O)N1CCc2ccccc21)c1c2c(nc3ccccc13)CCCCC2	2	-8	-3	-3	2	2.5	0.4	-14	6
Cc1cc(F)ccc1S(=O)(=O)Nc1ccccc1C(=O)N1CCCC1	·	·	-5	5	·	1.2	-0.1	-7	·
CN(Cc1ccccc1)C(=O)N1CCOCC1	-13	3	1	2	0	1.6	-0.1	-10	0
CC1CCCN(C(=O)C(C)Sc2nc(-c3ccccc3)cc(C(F)(F)F)n2)C1 (stereo not given)	3	-9	4	-5	-1	4.7	0.3	5	1
Cc1ccnc(NS(=O)(=O)c2ccc(NC(=O)CCOc3ccccc3)cc2)n1	-5	8	1	9	-1	2.4	-0.1	0	1
O=C1c2ccccc2C(=O)N1CC(O)COc1ccc(Cl)cc1 (stereo not given)	1	5	-4	-26	3	-1.9	0.2	-3	-4
CN(C)c1ccc(CNCCC2CCOC(C)(C)C2)cc1 (stereo not given)	3	-10	0	12	-2	1.1	0.1	-13	0
C=C(C)c1cccc(C(C)(C)NC(=O)N(Cc2ccccc2)Cc2ccco2)c1	8	6	2	-8	-2	1.9	-0.1	-9	1
O=S(=O)(c1ccc2ccccc2c1)N1CCN=C1SCc1cccnc1	-12	-15	2	7	-1	4.7	-0.2	-23	-1
COc1ccccc1-c1noc(CCC(=O)NC2CCCC2)n1	4	5	1	0	1	0.6	0.1	5	3
CCOC(=O)C(Cc1ccc(O)cc1)NC(=O)CNC(=O)C(CC(C)C)NC(=O)OC(C)(C)C (stereo not given)	-5	-6	-2	-1	-1	-1.9	0.1	-3	29*
CSc1oc(-c2ccco2)nc1S(=O)(=O)c1ccc(F)cc1	11	-16	-1	8	6	4.1	0.0	8	0
COc1ccc(C(=O)Nc2ccc(S(=O)(=O)Nc3onc(C)c3C)cc2)c(OC)c1	4	-2	-1	-6	-2	0.6	0.1	0	-3
O=C(CSCc1ccc(Br)cc1)Nc1ccc(S(=O)(=O)N2CCCCCC2)cc1	5	-6	6	1	-6	6.1	0.0	-4	-1
Cc1ccc(S(=O)(=O)Nc2ccc3c(c2)OCCO3)cc1C	3	2	0	-13	2	1.6	-0.1	8	1
CS(=O)(=O)N(CC(=O)NCCSC1CCCCC1)c1ccc2c(c1)OCO2	-3	0	0	1	-2	-0.8	0.1	-12	2

Look-ups from the results shown:
CN(C)c1ccc(CNCCC2CCOC(C)(C)C2)cc1 (stereo not given) @ Fh CTSL1 inh: 0
NCCN=C1NS(=O)(=O)c2ccccc21 @ EBNA-1 inh: 9
CS(=O)(=O)N(CC(=O)NCCSC1CCCCC1)c1ccc2c(c1)OCO2 @ Fh CTSL1 inh: 2

(list continues)
SMILES	HCV core dimer	EBNA-1 inh	PP1 counter	PREPL inhibitor	TPT1 inh	PP5 inh	Efflux pump mplx	ZTA counter	Fh CTSL1 inh
Cc1cc(C)cc(N2C(=O)CSC2c2cccs2)c1 (stereo not given)	-1	0	1	11	-1	0.5	0.0	2	2
O=C(Cn1c(=O)cnc2ccccc21)N1CCN(S(=O)(=O)c2ccccc2Br)CC1	-8	-4	-2	12	-3	-1.4	-0.1	-12	0
CCOc1ccc(CCNC(=O)CS(=O)(=O)Cc2nc(-c3cccc(OC)c3)oc2C)cc1	-7	3	7	-7	0	3.2	0.0	0	-1
CCN1/C(=C/C(=O)c2ccco2)Sc2ccccc21	1	7	-2	20	3	-0.4	-0.1	0	1
O=C(Cn1cnc2ccccc2c1=O)c1ccc2c(c1)OCCO2	-2	4	-4	5	-3	0.9	-0.1	9	2
COCC(C)NC(C(=O)Nc1cccc(C(C)=O)c1)c1ccccc1 (stereo not given)	1	1	-3	-1	-2	-2.0	0.0	-2	0
Cn1c(SCC(=O)Nc2ccccc2C(F)(F)F)nc2c(c1=O)SCC2	10	3	0	8	1	-0.7	-0.1	-2	2
O=C(COC(=O)c1cc([N+](=O)[O-])ccc1N1CCOCC1)Nc1cccc(F)c1	-8	-4	-7	18	2	-6.2	0.2	-5	-12
CN(c1c(C#N)c(C(F)(F)F)nn1C)N(S(C)(=O)=O)S(C)(=O)=O	0	-6	0	-3	1	2.2	0.1	-9	2
COc1ccc(N=N/C(=C\O)C(=O)c2ccco2)cc1	2	-19	0	19	1	1.3	0.0	13	5
O=C(c1ccco1)N1CCN=C1SCc1c(F)cccc1Cl	2	14	0	0	0	2.4	0.0	-4	2
O=C(Nc1ccccc1N1CCOCC1)c1ccc(N2CCCC2=O)cc1	·	·	-1	5	·	1.9	0.3	6	·
CN1CCC(OC(=O)c2cc3cc(Br)ccc3oc2=O)CC1	9	4	-4	0	3	1.9	0.0	16	-1
CC(C)(C)c1ccc(C(=O)N2CCC3(CC2)NCCc2[nH]cnc23)cc1	-10	14	-1	21	-3	0.1	0.0	10	2

Bioassay records: PubChem, several laboratories
